Source: PubChem (National Center for Advancing Translational Sciences (NCATS))
N370S GC mod: inhibitors or activators of N370S glucocerebrosidase for Gaucher disease. P04062. N370S GC spleen homogenate, 4MU-glucoside fluorescence. Potency, µM (titrated, usually from 59.4 µM), without a hit: at the highest dose activity change, negative = inhibition, usual class: inhibitors. actives 0.092% (n = 330,000); active means well fitted inhibition curve with a large enough effect; inconclusive means small, poorly fitted or top-dose-only effect, or effect the other way, or another doubt; inactive means no such curve, though single readings can be large or run the other way;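 further: 0% = full enzyme activity and -100% = no enzyme basal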
Active calls of the source: *; ? = inconclusive; & = joins results of further samples; [ ] = another dose, or the depositor's remark. Potency means the concentration at half of the fitted maximal effect. A portion of the library; count on the stated rates, not on these rows.

N370S GC mod	Molecule
3.8%	O=C(NC1CCCCC1)C(c1ccc(Cl)cc1)N(C(=O)c1ccccn1)c1cccnc1 (stereo not given)
0.5%[12.8 µM]	CC(=O)OC[C@H]1O[C@@H](O/N=C2/[C@H]3O[C@@H]3[C@@H](O)[C@H]3[C@H]2CCn2c(=O)n(-c4ccccc4)c(=O)n23)[C@H](OC(C)=O)[C@@H](OC(C)=O)[C@@H]1OC(C)=O
-6.2%	Cc1nc2n(n1)C(O)c1cc([N+](=O)[O-])ccc1S2 (stereo not given)
-14.0%	CCCCCCCCCCCCC/C=C/C(O)C(COP(=O)(O)OCCN)NC(=O)CCCCCCCCCCCCCCCCC (stereo not given)
1.9%	COc1ccccc1[C@@H]1C(c2ccc(F)cc2)=NN(c2ccc(Br)cc2)[C@H]1C(=O)N1CCOC1=O
-5.8%	O=C1C(Cc2ccccc2)Nc2ncnc(N3CCc4ccccc4C3)c2N1Cc1ccc(Br)cc1 (stereo not given)
0.7%[12.8 µM]	COc1ccc(O[C@H]2C=C[C@@H](c3ccccc3)O[C@H]2COC(=O)CC/C(C)=N\O[C@@H](C)c2cc(-c3c(C)cc(C)cc3C)no2)cc1
6.2%	C/C(=C\c1ccccc1)CN(C)CCN(C)C

Reformatted with each value named: entries from further up.
CCCCCCCCCCCCC/C=C/C(O)C(COP(=O)(O)OCCN)NC(=O)CCCCCCCCCCCCCCCCC (stereo not given)
  N370S GC mod = -14.0%

COc1ccccc1[C@@H]1C(c2ccc(F)cc2)=NN(c2ccc(Br)cc2)[C@H]1C(=O)N1CCOC1=O
  N370S GC mod = 1.9%

O=C1C(Cc2ccccc2)Nc2ncnc(N3CCc4ccccc4C3)c2N1Cc1ccc(Br)cc1 (stereo not given)
  N370S GC mod = -5.8%

COc1ccc(O[C@H]2C=C[C@@H](c3ccccc3)O[C@H]2COC(=O)CC/C(C)=N\O[C@@H](C)c2cc(-c3c(C)cc(C)cc3C)no2)cc1
  N370S GC mod = 0.7%[12.8 µM]

(next part)
N370S GC mod	Molecule
-3.5%	CCOC(=O)c1ccc2c(c1)C1C=CCC1C(C(=O)O)N2 (stereo not given)
1.1%	CCCCn1c(=N)n(CC(=O)c2ccc([N+](=O)[O-])cc2)c2ccccc21
5.2%	O=C(CN1CCCCC1)N1CCN(C(=O)CN2CCCCC2)CC1
?	Nc1nc(NCC2CCC(CNS(=O)(=O)c3cccc4ccccc34)CC2)nc2ccccc12 (stereo not given)
-12.7%[89.1 µM]	COc1ccc2c(c1)C(c1ccccc1OC)CC(=O)O2 (stereo not given)
7.4%[21.6 µM]	C[C@@H]1C[C@H]2[C@H]3C[C@@H](F)C4=CC(=O)C=C[C@]4(C)[C@@]3(Cl)[C@@H](O)C[C@@]2(C)[C@@H]1C(=O)COC(=O)C(C)(C)C
-7.5%	CSc1ccccc1OCc1cc(C(=O)N2CCC(Oc3cccnc3)CC2)no1
-6.7%	CCOC(OCC)OCC

Following part
N370S GC mod	Molecule
1.4%	NCCC[C@@H](CC(=O)N[C@@H]1CCCC[C@H]1C(=O)N[C@H](CC(=O)N[C@@H](CCC(=O)O)CC(=O)O)Cc1ccccc1)NC(=O)C[C@H](Cc1ccccc1)NC(=O)[C@@H]1CNCC[C@H]1N
2.2%[21.6 µM]	CNc1ncnc2c1ncn2[C@@H]1O[C@H](CO)[C@@H](O)[C@@H]1O
0.3%	O=C1CCCCC1C(O)c1ccc(Cl)cc1 (stereo not given)
-1.4%[12.8 µM]	C#CCCCO/N=C1/C[C@@H](O)[C@@H](O)[C@@H]2[C@@H]3C(=O)N(Cc4ccccc4)C(=O)[C@H]3CC[C@@H]12
3.6%	CCOc1ccccc1NC(=O)Cn1c(=O)n(CCC(=O)NC2CCCC2)c(=O)c2ccccc21
-6.2%[12.8 µM]	O=C1[C@H]2[C@H]3[C@H](O)[C@H](O)C/C(=N/OCc4ccccc4)[C@@H]3CC[C@@H]2C(=O)N1Cc1ccc2c(c1)OCO2
0.8%[12.8 µM]	COc1ccc(-c2nc3c(c4c2C[C@H](c2ccccc2)OC4)CN(C(=O)Cc2cccs2)CC3)c(C)c1
0.3%	Cc1cc(N(C)C)nc(Cl)n1

Next entries.
N370S GC mod	Molecule
-12.8%[21.6 µM]	O=c1cc(-c2ccc(O)cc2)oc2c([C@H]3O[C@@H](CO)[C@@H](O)[C@@H](O)[C@@H]3O)c(O)cc(O)c12
-1.9%	C=C(C)C1CCC(C)C(OC(C)=O)C1 (stereo not given)
-2.8%	COC(=O)c1c(C)[nH]c(C(=O)N2CCN(c3ccc(OC)cc3)CC2)c1C
14.5%	Cn1c2ccccc2c(=O)c2c(=O)n(Cc3ccco3)c(-c3ccc(C(C)(C)C)cc3)nc21
-6.8%	CCS(=O)(=O)NCc1ccc2[nH]c3c(c2c1)CCCC3
-13.4%	CC(=O)OCC(=O)[C@@]12OC3(CCCC3)OC1CC1C3CCC4=CC(=O)C=C[C@@]4(C)[C@]3(F)C(O)C[C@]12C (stereo not given in full)
14.9%	CCC[C@@H]1C[C@@]1(CCC)C(NC(=O)c1ccco1)c1ccc(Cl)cc1 (stereo not given in full)
?	CN1CCN(C(c2ccc(C(F)(F)F)cc2)c2cc(Cl)c3cccnc3c2O)CC1 (stereo not given)

More structures
N370S GC mod	Molecule
-23.0%	Cc1ccc(Cl)cc1NC(=O)COC(=O)c1ccc(COc2ccc3c(C)cc(=O)oc3c2)cc1
-0.1%[12.8 µM]	COC(=O)c1ccc(Cl)c(NC(=O)c2ccc(-c3ccccc3)cc2)c1
?	CC[C@H](C)[C@@H](C(=O)NCCCCCCCCCCC(=O)N1CCN(C(=O)OC(C)(C)C)CC1)n1cc(CCCCN=C(NC(=O)OC(C)(C)C)NC(=O)OC(C)(C)C)nn1
-3.5%	O=C(Nc1nc2ccc(SC(F)F)cc2s1)c1ccc2c(c1)S(=O)(=O)c1ccccc1C2=O
12.4%[12.8 µM]	CCCCCCCC#Cc1ccccc1C(NC(=O)OC)C(C(=O)OC)C(=O)OC (stereo not given)
-0.6%	Cc1noc(C)c1S(=O)(=O)N1CCC(C(=O)N2CCN(C3CCCC3)CC2)CC1
6.1%	COC(=O)[C@H](Cc1ccccc1)NC(=O)O[C@@H]1C(=O)c2ccc(OC)cc2O[C@H]1c1cccc(C(F)(F)F)c1
-8.9%	CCC/C=C(\CCC)C(NC(=O)C(C)(C)C)c1ccc(C(=O)OC)cc1 (stereo not given)

(continued)
N370S GC mod	Molecule
5.2%	C(=N\Nc1nc(N2CCOCC2)nc(N2CCOCC2)n1)/c1ccco1
-2.4%	O=C1CN(CC(=O)N2CCOCC2)c2ccccc2O1
-12.8%	CC(C)Oc1ccccc1C1CC(=O)Nc2c1c(=O)n(C)c(=O)n2C (stereo not given)
?	Clc1ccc(C2[C@H]3CN(Cc4ccc(-c5ccccc5)cc4)[C@H](c4ccccc4)C34CC2(c2cccnc2)C4)cn1 (stereo not given in full)
3.2%	C=C(C)C(N)=O
-0.5%	CCCCn1c(=O)c2c(c3ccccc31)OCC(=O)N2
17.1%	COC(=O)c1ccccc1OCCCOc1ccc(C)cc1OC
-0.8%	CC(C)(C)c1ccc(C[C@H](C(=O)O)N2C(=O)c3ccc(C(=O)O)cc3C2=O)cc1

The listing continues.
N370S GC mod	Molecule
-27.3%	COc1cc(/C=C2\C(=N)N3N=C(S(C)(=O)=O)SC3=NC2=O)ccc1OS(=O)(=O)c1ccccc1
?	Cc1c2ccccc2c(CSC(=N)N)c2ccccc12
3.5%	CCCCNC(=O)C(c1ccc(OCC(=O)OC)c(C(=O)OC)c1)N(CCc1c[nH]c2ccccc12)C(=O)CCCCCN1C(=O)NC(c2ccc(-c3ccccc3)cc2)C(C(=O)OCc2ccccc2)=C1C (stereo not given)
-5.9%	CCOc1cc(C(=O)N2CCc3cc(OC)c(OC)cc3C2)ccc1OC(F)F
3.1%	O=C1/C(=C/c2ccc(O)c(O)c2)Oc2ccccc21
12.4%	CCOc1ccc(OCCCCNCCN)cc1
-5.5%	CC(O)c1cccc2cc(C(O)CNC(C)(C)C)oc12 (stereo not given)
-8.3%[12.8 µM]	CC(C)CCN1CCc2nc(COc3ccccc3)c3c(c2C1)COC(C)C3 (stereo not given)

Remaining list, next part
N370S GC mod	Molecule
-4.3%[12.8 µM]	CC(C)CCN1CCc2nc(-c3ccccc3)c3c(c2C1)COC(C)C3 (stereo not given)
9.0%	C1CCCNCC1
-1.7%	NC(=O)C(CC(=O)O)NC(=O)[C@@H]1CCCCNc2c(I)cc([N+](=O)[O-])cc2C(=O)N[C@@H](CO)C(=O)NCC(=O)N1 (stereo not given in full)
0.9%	COC(=O)Cn1c(C(=O)N(C)C)cc2c1C[C@H]1CN(C(=O)c3ccccc3)[C@@](Cc3ccc(OC)cc3)(C(=O)OC)[C@@H]21
7.2%[12.8 µM]	CC(C)CO/N=C1/C[C@@H](O)[C@@H](O)[C@@H]2[C@@H]3C(=O)N(C(C)(C)C)C(=O)[C@H]3CC[C@@H]12
3.4%[2.35 µM]	CSC1=C(C#N)C2(CCCC2)C(C#N)=C(N)N1
4.0%	Cc1ccc(O)c(/C=N/NC(=O)C2=NNC(c3ccccc3)(c3ccccc3)C2)c1
-0.4%[21.6 µM]	NC[C@@H]1O[C@H](O[C@@H]2[C@H](O[C@@H]3O[C@H](CO)[C@@H](O)[C@@H]3O)[C@@H](O)[C@@H](N)C[C@H]2N)[C@@H](N)[C@H](O)[C@@H]1O

Next part:
N370S GC mod	Molecule
5.4%[12.8 µM]	CCOC(=O)CCN1C(=O)[C@H]2[C@H]3[C@H](O)[C@H](O)C/C(=N/NC(=O)OCc4ccc(OC)cc4)[C@H]3CC[C@@H]2C1=O
1.5%	Cc1noc(C)c1-c1ccc2ncnc(NCc3cccc(-c4ccccc4)c3)c2c1
-9.1%	O=C(O)c1cc(N=Nc2ccc([N+](=O)[O-])cc2)ccc1O
6.1%[12.8 µM]	C=CC1=C2C=C(C3CC3)N(CCCCO)C=C2C(=O)C(C)(OC(=O)c2ccco2)C1=O (stereo not given)
-1.3%[89.1 µM]	C=C1c2ccccc2O[C@H](C(=O)OCC)[C@@H]1CCC(C)C (tested in a mixture with another compound)
-4.9%	Cn1cc([N+](=O)[O-])c(C(=O)NC2CCCCCCC2)n1
-1.8%	C=C1CC[C@H](O)C/C1=C/C=C1\CCC[C@]2(C)[C@@H]([C@H](C)CCCC(C)(C)O)CC[C@@H]12
-5.6%	Cc1ccc(-n2[nH]c(C)c(C=Nc3ccc(S(=O)(=O)Nc4nccs4)cc3)c2=O)cc1

(continued)
N370S GC mod	Molecule
8.8%	Cc1cc(C)nc(N/N=C/C2=C(O)CC(c3ccccc3)CC2=O)n1 (stereo not given)
-14.3%[12.8 µM]	C=CC1=C2C=C(C3CC3)N(CCN3CCOCC3)C=C2C(=O)C(C)(OC(=O)c2ccco2)C1=O (stereo not given)
23.9%[12.8 µM]	Cc1ccc(C(C)C)n1C(=O)OC(C)(C)C
-0.3%	COC(=O)[C@@H]1CCCN1C(=O)[C@H]1C[C@@H]1[C@H](NC(=O)OCc1ccccc1)c1ccccc1
-8.3%	Cc1cc(N2CCCC2)nc(N2C3CCC2CC(O)(c2ccc(F)cc2)C3)n1 (stereo not given)
-1.4%	C[C@H](NC(=O)CNC(=O)[C@@H](NC(=O)[C@H](Cc1ccccc1)NC(=O)CNC(=O)CNC(=O)[C@@H](N)Cc1ccccc1)[C@@H](C)O)C(=O)N[C@@H](CCCN=C(N)N)C(=O)N[C@@H](CCCCN)C(=O)N[C@@H](CO)C(=O)N[C@@H](C)C(=O)N[C@@H](CCCN=C(N)N)C(=O)N[C@@H](CCCCN)C(N)=O
-5.1%&2.1%[12.8 µM]	COc1ccc(O[C@H]2C=C[C@@H](c3ccccc3)O[C@H]2COC(=O)CC/C(C)=N\O[C@@H](C)c2cn([C@H](CO)Cc3ccccc3)nn2)cc1
9.5%&15.0%	Cn1c(=O)c(C(=O)COC(=O)c2cc(-c3ccccc3)nc3ccccc23)c(N)n(Cc2ccccc2)c1=O

Further structures follow.
N370S GC mod	Molecule
4.1%	O=C1c2ccccc2C(=O)C1C1=Nc2ccccc2NC(c2ccccc2)C1 (stereo not given)
-13.2%	CCN(CC)CC1CCN(c2ncc3ncnc(Nc4ccc(F)c(Cl)c4)c3n2)CC1
-20.6%	c1nc2nc(Nc3ccc(N4CCOCC4)cc3)nc(NC3CCCCC3)c2[nH]1
1.5%	CC1CCC(NC(=O)C2CCN(C(=O)NC3CCCCC3)CC2)CC1 (stereo not given)
-14.8%[12.8 µM]	COc1ccc(COC(=O)N/N=C2/C[C@@H](O)[C@@H](O)[C@@H]3[C@@H]4C(=O)N(Cc5ccc6c(c5)OCO6)C(=O)[C@H]4CC[C@@H]23)cc1
6.9%	Cc1ccc(C2CC(C(F)(F)F)n3nc(C(=O)NCC4CCCO4)cc3N2)cc1 (stereo not given)
-1.2%	Cc1cccc(NC(=O)NCc2ccc3c(c2)OCO3)c1
12.9%	CCOC(=O)c1sc(NC(=O)CSc2nc3c(c(=O)n2-c2ccccc2)SCC3)c(C(=O)OCC)c1C

Three structures from above, sorted by molar mass, low to high:
N370S GC mod	Molecule
4.1%	O=C1c2ccccc2C(=O)C1C1=Nc2ccccc2NC(c2ccccc2)C1 (stereo not given)
-20.6%	c1nc2nc(Nc3ccc(N4CCOCC4)cc3)nc(NC3CCCCC3)c2[nH]1
6.9%	Cc1ccc(C2CC(C(F)(F)F)n3nc(C(=O)NCC4CCCO4)cc3N2)cc1 (stereo not given)

The list goes on:
N370S GC mod	Molecule
-7.5%[12.8 µM]	C/C(CCN1CCCc2nc(C)c(C)cc21)=N\O[C@@H](C)c1cc(-c2c(C)cc(C)cc2C)no1
8.0%	C=CCN(C)CCCNC(=O)/C=N/O
0.4%	O=C1CC[C@@H](C(=O)N[C@@H](Cc2cnc[nH]2)C(=O)N[C@@H](Cc2c[nH]c3ccccc23)C(=O)N[C@@H](CO)C(=O)N[C@@H](Cc2ccc(O)cc2)C(=O)O)N1
15.9%	Cc1nn(-c2ccc(Cl)cc2)c2sc(C(=O)N3CCN(C(=O)c4ccco4)CC3)cc12
-0.6%[12.8 µM]	C=CCOC(=O)C(C(=O)CC)C(NC(=O)OC)c1ccc(F)cc1 (stereo not given)
-25.5%	Cc1nc(NC2CCCCC2)c2nc(-c3ccccc3)n(CCN3CCCCC3)c2n1
